HIF-2a inh: HIF-2a reporter inhibitors, primary screen, luminescence, 786-0 RCC cells; 786-0 RCC cells HIF-2a reporter, luciferase luminescence, overnight; inhibition, % at 18.8 µM; 360,000 tested, 0.72% active; AID 624352, 2012;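 active means inhibition of the luminescence signal of 40% or more relative to plate controls, in a single-dose primary screen at 18.75 µM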
Shn3 inh set2: reduction of Shn3 3'UTR firefly luciferase signal, primary screen, Schnurri-3 inhibitor project, cell-based, Clone20 osteoblasts, set 2; inhibition, % at 12.5 µM; Clone20 osteoblast Shn3 3'UTR firefly luciferase, 24 h; AID 588674, 2011; 360,000 tested, 0.52% active;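 active means mean inhibition of at least 75% with every replicate also reaching 75%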;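 further: 0% = median of neutral control wells and 100% = pilot-screen positive control compound; some compounds past the cut are filed as inactive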
NR2E3 ag-1: inhibitors of NR2E3-RetCOR corepressor binding, primary screen, NR2E3 agonist project, biochemical, TR-FRET, GST-NR2E3, biotin-RetCOR. Photoreceptor-specific nuclear receptor (Homo sapiens), Q9Y5X4. 1536-well. inhibition of corepressor binding, % at 4.78 µM. 320,000 tested, 0.12% active. AID 2300, 2010;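 active means percent inhibition above the cutoff of mean plus 3 SD of all tested compounds, set per screening campaign, cut at about 20% in these data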;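 further: 0% = DMSO wells and 100% = biotin wells as full block of FRET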
Target sequence (Q9Y5X4 whole entry, looked up): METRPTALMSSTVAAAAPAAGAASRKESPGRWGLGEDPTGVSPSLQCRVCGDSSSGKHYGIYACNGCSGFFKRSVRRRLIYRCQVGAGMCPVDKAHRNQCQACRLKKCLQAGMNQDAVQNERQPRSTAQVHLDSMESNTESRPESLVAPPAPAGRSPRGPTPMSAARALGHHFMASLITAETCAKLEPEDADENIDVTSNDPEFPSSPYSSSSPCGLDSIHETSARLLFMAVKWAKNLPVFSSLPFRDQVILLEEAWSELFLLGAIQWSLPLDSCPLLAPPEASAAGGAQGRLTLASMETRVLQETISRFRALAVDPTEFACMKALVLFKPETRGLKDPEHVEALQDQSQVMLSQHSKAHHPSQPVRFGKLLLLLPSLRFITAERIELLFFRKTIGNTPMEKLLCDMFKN
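Material – GST-tagged NR2E3 plus biotinylated RetCOR corepressor · Quantity – NR2E3 fusion 1.35 nM · Times – 5 h incubation at 4 °C · Medium – pH 7.5 Tris-based buffer · Technique – TR-FRET, Eu(K)-anti-GST donor, streptavidin-D2 acceptor, ex 340, em 617/671 nm · Benchmarks – high control biotin, low control 0.6% DMSO · Format – 1536-well plates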
C8 TRAIL sens: viability loss with TRAIL in NB7+C8 cells, primary screen, TRAIL sensitizer project, cell-based, ATPlite luminescence | inhibition (viability loss, TRAIL sensitization), % at 10 µM | 360,000 tested, 1% active | AID 624354, 2012;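 active means compounds causing at least 50% loss of cell viability in the single-dose screen, relative to plate controls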
Peg3 promoter: Peg3 promoter-driven luciferase inhibitors, primary screen, cell-based, HeLa, luciferase luminescence | AID 588405, 2011 | inhibition, % at 20 µM | 360,000 tested, 1.7% active | HeLa PEG-Prom luciferase reporter, overnight;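 active means inhibition of at least 50% at 20 µM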
KKLEB tox: cytotoxicity in KKLEB CF airway cells, primary screen, cytotoxicity control for CF NF-kB inhibitor project, cell-based, uHTS, fluorescence assay plates; activity change (cytotoxicity), % at 5 µM; KKLEB CF airway cells viability, ATPlite luminescence, overnight; hits give low values; cells stimulated with P. aeruginosa culture filtrate; 360,000 tested, 0.36% active;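 active means corrected activity change at or below -50% at 5 µM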
NR2E3 ag-2: NR2E3 agonists in two-hybrid cells, primary screen, cell-based, luminescence, CHO-S, Gal4-NCOR/VP16-NR2E3 | AID 602229, 2012 | inhibition of corepressor binding, % at 3.98 µM | 360,000 tested, 0.35% active | luciferase | Photoreceptor-specific nuclear receptor (Homo sapiens), Q9Y5X4;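 active means inhibition above the mean of all tested compounds plus 3 SD, cut at about 70% in these data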;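 further: 0% = DMSO with NR2E3 transfected cells and 100% = cells lacking NR2E3 construct; higher means lower luciferase signal from less NR2E3 corepressor binding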
TROY NFkB inh: inhibitors of TROY-driven NF-kB signaling, primary screen, Q293 LMP1-TROYcd cells, NF-kB luciferase, uHTS | AID 1347056, 2019 | 360,000 tested, 0.98% active | inhibition, % at 10 µM | Q293 LMP1-TROYcd NF-kB luciferase reporter, 4 h;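 active means compounds whose plate-normalised and pattern-corrected inhibition of the luciferase reporter signal at the single screening dose is 50% or more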
MITF TRPM1 inh: inhibitors of MITF-dependent TRPM1 promoter reporter, primary screen, cell-based, SK-MEL-5, single point, luciferase. inhibition, % at 12.5 µM. 330,000 tested, 0.83% active. SK-MEL-5 TRPM1 promoter luciferase, 24 h;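 active means mean inhibition across replicates of 60% or more, whatever share of single replicates reaches that level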; further: values of inactives mirror those of a sister screen read the other way
TWEAK Fn14 block: inhibitors of TWEAK-Fn14 signaling, primary screen, luciferase reporter cells, uHTS; TWEAK-stimulated Fn14 reporter cells, luciferase luminescence, 8 h; inhibition, % at 10 µM; 360,000 tested, 2% active; AID 1159606, 2016; in the data active means inhibition above about 50%
CF NFkB inh: inhibitors of PAF-induced NF-kB signaling, primary screen, cell-based, GFP fluorescence, uHTS | KKLEB NF-kB-GFP reporter, GFP fluorescence overnight | inhibition, % at 5 µM | 360,000 tested, 0.86% active;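 active means at least 50% inhibition at 5 µM, scaled per plate between neutral and stimulator controls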;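 further: PAF is a Pseudomonas aeruginosa culture filtrate used as stimulus; plate controls were PAF-stimulated DMSO wells for no effect and unstimulated DMSO wells for full effect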
Starred values were filed as active, the others as inactive; / = no result given.

Molecule	HIF-2a inh	Shn3 inh set2	NR2E3 ag-1	C8 TRAIL sens	Peg3 promoter	KKLEB tox	NR2E3 ag-2	TROY NFkB inh	MITF TRPM1 inh	TWEAK Fn14 block	CF NFkB inh
COC(=O)c1ccc(-c2ccco2)n1Cc1nc(-c2ccc(OC)c(OC)c2)oc1C	-6	23	3	9	-14	3	-13	-30	5	3	-6
CCn1cc(C(=O)NCCCOC(C)C)c(=O)c2cc(S(=O)(=O)N3CCCC3)ccc21	0	12	3	-21	14	4	-9	-47	-11	18	-19
O=C(Nc1cccc(C(F)(F)F)c1)OCCN1CCN(Cc2ccccc2)CCC1=O	13	-3	3	-7	25	-6	10	30	6	9	-16
O=C1c2ccc3c4c(ccc(c24)C(=O)N1c1ccc(O)cc1)C(=O)N(c1ccc(O)cc1)C3=O	12	-1	3	16	0	6	-15	-18	53	-52	-21
O=C(CN1CCN(C(=O)c2ccco2)CC1)Nc1cccc([N+](=O)[O-])c1	12	-12	1	4	7	2	-15	-13	-3	-5	-4
Cc1onc(-c2c(F)cccc2Cl)c1C(=O)NCc1ccc2c(c1)OCO2	-4	8	-1	0	-13	14	4	1	-5	-20	-6
CCC1(c2ccccc2)NC(=O)N(Cc2ccc(C(=O)OC)cc2)C1=O (stereo not drawn)	20	1	1	-10	-5	4	4	5	1	17	-9
CCOc1ccc(NC(=O)C2C3CC/C=C\CCC32)cc1 (stereo not drawn)	-60	-15	-1	22	-38	5	-24	-13	-30	-14	-5
COc1ccccc1N1CCN(C(=O)COc2ccc(C)cc2Br)CC1	4	13	-1	6	20	-5	-34	5	6	-10	17
Cc1cc(C)cc(Oc2ccccc2/C=N\O)c1	12	-28	0	8	20	0	-34	4	-5	13	-1
COc1ccc(-c2csc3ncnc(N4CCN(S(=O)(=O)c5cccc(Br)c5)CC4)c23)cc1	12	-10	-2	15	27	14	2	-20	15	4	1
CCCCCCCCCCC(C(=O)O)C1(C(=O)O)CCC(=O)O1 (stereo not drawn)	2	-7	/	0	2	3	18	-4	/	-18	-8
CN(C)c1ccnc(Oc2ccc(Cl)cc2)c1C#N	-177	-35	0	-2	-102	-6	-19	-64	-41	-16	4
O=C(CN1CCN(S(=O)(=O)c2ccc3c(c2)OCCCO3)CC1)N1CCc2ccccc21	3	7	/	7	10	6	11	-1	/	-4	-6
CCCCN(C)C(=O)c1ccc2c(c1)N(CC)C(=O)c1ccccc1S2=O (stereo not drawn)	19	10	2	-6	5	-1	-14	1	0	11	7
COC(=O)C1CC(c2ccc(Cl)cc2)=NO1 (stereo not drawn)	7	-4	1	-1	-21	6	8	-18	-5	14	5
CCCCCC(=O)NC(Cc1ccc(OC)c([N+](=O)[O-])c1)C(=O)O (stereo not drawn)	5	-14	4	-10	14	-5	-15	1	15	-8	12
C/C(=N\NC(=O)CNC(=O)C(c1ccccc1)c1ccccc1)c1ccccc1	19	2	1	-8	20	1	5	6	6	15	2
CC(=O)Nc1ccc(S(=O)(=O)N(C)c2ccc(OCC(=O)OCC(=O)Nc3ccc(OC(F)F)cc3)cc2)cc1	6	-8	2	-4	5	16	10	1	-7	-6	0
Cn1nnnc1SCc1nc2ccccc2[nH]1	-96	-8	-1	2	-71	11	-14	-20	-10	-22	-8
Cc1ccc(S(=O)(=O)CCC(=O)OCC(=O)NCCc2ccc(S(N)(=O)=O)cc2)cc1	9	-1	-3	-19	-8	14	7	15	/	10	7
CN(C)S(=O)(=O)c1ccc(C(=O)OC2CCOC2=O)cc1 (stereo not drawn)	7	2	1	-2	-9	9	-25	-6	-9	0	0
CC1=C(C(=O)Nc2cccc(C(=O)NC3CCCCC3C)c2)SCCO1 (stereo not drawn)	3	21	2	3	13	1	-11	9	5	15	-11
C[C@H]1NC(=O)[C@]2(C)[C@@H](c3ccccc3)[C@H]3COc4ccccc4[C@H]3N2C1=O	12	2	/	-6	-1	1	-1	3	-1	-20	17
CC(C)(C)NC(=O)NC(=O)COC(=O)Cc1ccc(Cl)cc1Cl	12	-12	2	10	10	11	18	15	-1	-11	-9
C[C@@H]1CN([C@@H](C)CO)C(=O)CCCn2nncc2CO[C@H]1CN(C)S(=O)(=O)c1ccc2c(c1)OCCCO2	-7	6	/	-5	-6	-5	-1	-3	/	13	10
FC(F)(F)c1ccc(-c2cccc3c2C2CC3CCN2C(=S)NCCc2ccccc2)cc1 (stereo not drawn)	7	4	/	-29	-2	-4	-1	6	/	0	5
C=CCN1C(=O)C2(c3ccccc31)C1CCCC=C1C(C#N)=C(N)C2(C#N)C#N (stereo not drawn)	13	-5	2	3	5	-4	-1	1	5	41	-12
O=C(NC(CCl)c1ccccc1)c1ccc(Cl)cc1 (stereo not drawn)	7	-16	5	0	3	6	3	-20	-5	-2	-1
CN(CC(=O)Nc1ccc(F)cc1)C(=O)c1cn(-c2ccccc2)nc1-c1cccs1	-11	-10	6	-5	6	1	-9	-2	5	2	-23
O=C(CSc1nc(-c2ccccc2)cs1)NCc1ccco1	-116	-24	-1	-2	-81	-8	-2	-36	-5	-7	4
O=C(Nc1cccc2c1CCCC2)c1ccncc1	-19	13	4	5	0	-10	12	-3	-5	17	0
O=C1CC2(CCN(C(=O)c3ccccc3Cl)CC2)Oc2ccccc21	26	19	4	2	19	-8	10	16	13	-10	27
Cc1ccc(C)c2c1cc(C)c1nnc(SCc3ccccn3)n12	22	-20	2	-16	21	7	-13	-16	-3	-9	-7
CCN(CC)c1ccc(-c2nnc(SCC(=O)Nc3ccccc3C#N)n2-c2ccccc2)cc1	21	35	0	-6	23	2	-21	/	31	75*	-3
Cc1cc(NC(=O)NC(=O)c2ccc(F)cc2F)n[nH]1	-48	-15	3	23	-76	8	-97	21	-10	45	-5
Cc1ccc(C)c(N2CCN(C(=O)c3ccc(CS(=O)Cc4cccc(Cl)c4)o3)CC2)c1 (stereo not drawn)	24	8	-1	-4	36	0	17	39	7	-16	15
Cc1ccc(-c2n[nH]c(S(C)(=O)=O)c2C#N)cc1	-33	-1	1	-6	-10	-26	-75	-14	13	-2	-1
COc1cccc(-n2c(CN3CCN(c4ccccn4)CC3)nc3ccc([N+](=O)[O-])cc3c2=O)c1	12	21	4	8	11	3	-13	5	26	3	23
CCOC(=O)c1cccc(NC(=O)CN2C(=O)C3CC=CCC3C2=O)c1 (stereo not drawn)	6	-10	1	2	4	3	4	1	0	-16	-8
CCC(=O)Nc1nnc(/C=C/c2ccccc2)s1	-151	-164	2	3	-221	2	-72	-50	-77	-12	2
COc1ccc([N+](=O)[O-])cc1N(CC(O)CN(C)C)S(=O)(=O)c1ccccc1 (stereo not drawn)	13	-2	1	0	8	10	-1	8	9	8	7
CC(Cc1cccs1)NC(=O)Nc1ccc(Cl)c(Cl)c1 (stereo not drawn)	-198	-57	7	-3	-200	-3	-82	16	-56	0	20
Cc1cc2nc(-c3ccc(F)cc3)c(CC(C)(C)C)n2c(C)c1Br	-2	6	/	2	2	-15	2	12	/	20	36
Cn1cnc(S(=O)(=O)Nc2ccccc2C(=O)NCC2CC2)c1	16	-2	2	3	7	-2	-23	11	11	-4	-3
Cc1ccc(S(=O)(=O)Nc2cc(NC(=O)CN3CCOCC3)ccc2Cl)cc1	0	1	0	-8	4	-1	1	10	-10	8	2
Cc1ccccc1CNC(=O)CN1C(=O)c2ccccc2S1(=O)=O	8	7	2	-9	10	-3	12	-17	-9	19	-10
COc1ccccc1NC(=O)N1CCc2[nH]c3ccc(F)cc3c2C1	-24	8	3	-5	-4	-8	-26	9	-16	4	4
OCCNc1nc(-c2ccccc2)c2ccccc2n1	-69	-7	0	20	-30	-2	-41	-40	10	-19	-4
Cn1cc(Cc2ccccc2)c(=O)c(Cc2ccccc2)c1	1	2	/	-8	14	26	-5	-12	-5	22	-26
COc1ccc(-c2nc(-c3ccccc3)c(-c3cc([N+](=O)[O-])ccc3C)[nH]2)cc1OC	24	-5	1	0	22	-5	-11	-4	7	23	-22
O=C(CN1CCN(S(=O)(=O)c2ccccc2)CC1)Nc1ccnn1C1CCCC1	3	5	-2	6	4	8	23	17	2	16	34
CC1(c2ccc(O)cc2)NC(=O)N(c2ccccc2)N1 (stereo not drawn)	4	-27	0	-6	-20	-9	-23	-6	-9	-1	-2
Clc1ccccc1/C=C/c1ccnc2ccccc12	-258	-68	-3	8	-147	-7	-22	-20	-34	9	18
O=C(O)c1cccnc1Sc1ccccc1Cl	-25	-17	2	7	-18	4	-23	-13	7	1	1
CCOc1cc(C=NN2CCCCCC2)ccc1O	-7	-20	/	-6	-61	-4	7	-26	-25	2	-2
COc1cc(SC)ccc1C(=O)NC(C)C	5	-3	4	-9	-2	6	-16	3	0	-12	3
O=C(NC(=O)c1ccc(F)cc1)Nc1nc(-c2cccs2)cc(C(F)(F)F)n1	-1	-24	2	-9	2	-29	9	5	-4	19	34
COc1ccccc1NS(=O)(=O)c1cccc(C(=O)N/N=C/c2ccc(C)o2)c1	0	-10	3	9	7	7	17	10	4	2	-23
Cc1c(Cl)ccc(S(=O)(=O)N2CCN=C2c2ccccc2)c1Cl	16	20	2	-3	17	-3	-6	-2	-8	-6	-16
Cc1cccc(-n2nnnc2SCC(=O)NC2CCCC2)c1	-1	12	/	7	4	3	21	-7	10	-14	-12
CCCCN(C(=O)c1cccc(S(=O)(=O)N(C)c2ccc(C)cc2)c1)c1c(N)n(CCCC)c(=O)[nH]c1=O	3	-8	2	9	16	7	8	13	2	5	26

Single records (already shown). Screens in order: HIF-2a inh	Shn3 inh set2	NR2E3 ag-1	C8 TRAIL sens	Peg3 promoter	KKLEB tox	NR2E3 ag-2	TROY NFkB inh	MITF TRPM1 inh	TWEAK Fn14 block	CF NFkB inh
`Cn1cc(Cc2ccccc2)c(=O)c(Cc2ccccc2)c1` is listed as 1	2	/	-8	14	26	-5	-12	-5	22	-26
`COc1cccc(-n2c(CN3CCN(c4ccccn4)CC3)nc3ccc([N+](=O)[O-])cc3c2=O)c1` is listed as 12	21	4	8	11	3	-13	5	26	3	23

These rows are one share of the data; the hit share may differ from the screen's.
